ERG Ets-DNA blk – blocks human ERG Ets domain binding to DNA | hit rate 0.028% among 370,000 | fluorescence polarization, His-ERG Ets domain / labelled DNA | Potency, µM (titrated, usually from 76.9 µM), for inactives: top-dose FP activity, negative = inhibition, hits mostly inhibitors | P11308 | AID 624246; active means well fitted inhibition curve with a large enough effect in the polarisation, with a control signal flat; inconclusive means small, poorly fitted or top-dose-only effect, or effect the other way, or a change in a side signal; inactive means no such curve, though single readings can be large or run the other way; the % refers to the polarisation;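 further: polarization taken with two DNA probes labelled with fluorescein and Texas red; potency means the concentration at half of the fitted maximal effect; % of control where 0% means no effect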
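His-tagged ERG Ets domain (1 uM in the protein solution; 300mM KCl, 50mM Tris-HCl, 1mM EDTA, 1mM DTT, pH 7.5) received compound, then a probe mix of 5 nM fluorescein-DNA and 100nM Texas-615-DNA. Fluorescence polarization was read for both dyes.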
G9a block – blocks human histone lysine methyltransferase G9a; Q96KQ7; G9a H3K9 monomethylation, AlphaScreen, 2 h; Potency, µM (series often up to 102 µM), for inactives: top-dose activity, negative = inhibition, hits mostly inhibitors; hit rate 8.8% among 350,000; AID 504332; further: potency means the concentration at half of the fitted maximal effect; on the % scale 0 is the no-effect control and ±100 the full control effect; nearly all actives have a fitted effect of over 75% in size
Target sequence (Q96KQ7 913-1193 limits assumed): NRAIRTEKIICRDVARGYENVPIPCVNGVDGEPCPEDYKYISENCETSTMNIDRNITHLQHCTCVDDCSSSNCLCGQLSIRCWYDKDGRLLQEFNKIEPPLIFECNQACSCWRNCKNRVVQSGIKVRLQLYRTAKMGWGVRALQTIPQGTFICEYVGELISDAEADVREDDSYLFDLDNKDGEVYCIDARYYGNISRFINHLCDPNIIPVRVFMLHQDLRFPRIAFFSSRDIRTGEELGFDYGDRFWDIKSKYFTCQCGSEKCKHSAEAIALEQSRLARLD
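Using a bead-based AlphaScreen, monomethylated H3K9 product from 2 h room-temperature reactions (G9a 20 nM, peptide 500 nM, SAM 20 uM) was detected with 0.5 ug/mL rabbit anti-H3K9me1 antibody.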
RGS4 inhibitor – blocks human RGS4-accelerated GTP hydrolysis | P49798 | Transcreener GDP fluorescence polarization, RGS4-accelerated GTP hydrolysis | Potency, µM (series often up to 114 µM), for inactives: at the top dose activity change, negative = inhibition, actives largely listed as inhibitors | hit rate 0.039% among 390,000; further: potency means the concentration at half of the fitted maximal effect; on the % scale 0 is the no-effect control and ±100 the full control effect; nearly all actives have a fitted effect of over 75% in size; some results filed as inactive show a strong effect at the top dose
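MLSMR compounds (23 nl, pin-transferred) preincubated 10 min at room temperature with a 500nM (2x) first reagent, then RGS4 at 900nM (2x) plus Transcreener GDP mix added; fluorescence polarization (620/688 nm) read before and after 90 min at 30 °C.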
GLS inh – inhibitors of human glutaminase (GLS); GLS enzymatic activity, qHTS titration; Potency, µM (series often up to 45.5 µM), for inactives: top-dose activity change, negative = inhibition, most hits filed as inhibitors; hit rate 0.21% among 410,000; AID 624170; further: potency means the concentration at half of the fitted maximal effect; on the % scale 0 is the no-effect control and ±100 the full control effect
Target sequence (O94925 whole entry, looked up): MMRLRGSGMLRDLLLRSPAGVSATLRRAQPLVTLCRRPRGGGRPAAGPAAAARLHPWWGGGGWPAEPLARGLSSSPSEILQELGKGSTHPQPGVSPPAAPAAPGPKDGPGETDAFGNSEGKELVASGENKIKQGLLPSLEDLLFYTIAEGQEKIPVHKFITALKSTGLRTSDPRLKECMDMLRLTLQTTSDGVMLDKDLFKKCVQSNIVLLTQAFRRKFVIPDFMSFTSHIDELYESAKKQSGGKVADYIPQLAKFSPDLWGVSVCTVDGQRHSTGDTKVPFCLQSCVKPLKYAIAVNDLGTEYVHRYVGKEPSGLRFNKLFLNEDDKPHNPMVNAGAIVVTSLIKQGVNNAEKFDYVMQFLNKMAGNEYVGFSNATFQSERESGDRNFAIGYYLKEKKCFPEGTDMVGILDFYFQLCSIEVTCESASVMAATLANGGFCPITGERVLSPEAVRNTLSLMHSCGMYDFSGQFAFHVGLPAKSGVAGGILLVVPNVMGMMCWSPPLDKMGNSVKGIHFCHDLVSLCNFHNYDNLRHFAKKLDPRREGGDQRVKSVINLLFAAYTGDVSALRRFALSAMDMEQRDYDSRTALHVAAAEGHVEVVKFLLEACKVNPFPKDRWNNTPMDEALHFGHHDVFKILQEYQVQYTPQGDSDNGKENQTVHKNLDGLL
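Read-out is an Amplex red fluorescence increase coupled through glutamate oxidase and HRP, measured before and after 30 min room-temperature incubation. hKGA is in 45 mM KH2PO4 (pH 8.2) with 0.02% Tween-20; glutamine added as 1mM solution.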
BAZ2B block – blocks human BAZ2B | Q9UIF8 | AlphaScreen BAZ2B-H3K14Ac peptide displacement | Potency, µM (titrated, usually from 114 µM), without a hit: at the top dose activity change, negative = inhibition, hits mostly inhibitors | hit rate 4.4% among 360,000 | AID 504333; further: potency means the concentration at half of the fitted maximal effect; on the % scale 0 is the no-effect control and ±100 the full control effect; nearly all actives have a fitted effect of over 60% in size
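Inhibition is scored as reduced AlphaScreen emission. The BAZ2B/b-H3(5-23)K14Ac complex (50 nM each) in PBS pH 7.4, 0.01% Tween-20 meets compound (up to 110 uM) for 30 min at RT before bead addition.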
ALOX12 inh – inhibitors of human 12S-lipoxygenase ALOX12; P18054; purified 12hLO, xylenol orange hydroperoxide absorbance; Potency, µM (top dose mostly 108 µM), inactives show at the highest dose activity change, negative = inhibition, actives largely listed as inhibitors; hit rate 1.1% among 580,000; further: potency means the concentration at half of the fitted maximal effect; on the % scale 0 is the no-effect control and ±100 the full control effect
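Purified human 12hLO (150 nM final) in 25 mM Hepes, 0.01% Triton X-100, pH 7.0 was preincubated 15 min at room temperature with compound. Then 40 uM arachidonic acid was added, 30 min. Hydroperoxide was read by Fe-XO absorbance ratio 573/405 nm.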
JMJD2A Tudor inh – blocks the human JMJD2A Tudor domain; Potency, µM (top dose mostly 114 µM), inactives show at the top dose activity change, negative = inhibition, usual class: inhibitors; AID 504339; O75164; AlphaScreen JMJD2A-Tudor / H3K4me3 peptide binding; hit rate 4.4% among 390,000; further: potency means the concentration at half of the fitted maximal effect; on the % scale 0 is the no-effect control and ±100 the full control effect; nearly all actives have a fitted effect of over 50% in size
HP1b binding inh – HP1-beta chromodomain-methylated histone interaction inhibition | P83916 | AlphaScreen HP1-beta / biotin-H3K9me3 peptide binding | Potency, µM (top dose mostly 114 µM), without a hit: at the top dose activity change, negative = inhibition, hits mostly inhibitors | hit rate 0.56% among 390,000 | AID 540317; further: potency means the concentration at half of the fitted maximal effect; nearly all actives have a fitted effect of over 70% in size; inactives centre near 23
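AlphaScreen: HP1-beta (50 nM) preformed 30 min with biotin-H3(1-18)K9me3 peptide (50 nM) in PBS pH 7.4, 0.01% Tween-20. Compound added for 30 min at RT, then streptavidin donor/nickel chelate acceptor beads (10 ug/mL) for 30 min.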
PI4K2A inh – PI4K2A (human) kinase inhibition; Q9BTU6; hit rate 0.13% among 420,000; purified PI4K2A, ADP-Glo luminescence, 1 h; stronger effect = lower value; activity change, negative = inhibition, % at 76.9 µM; in the data active means activity change below about -50%; inconclusive means mostly about -30% to -49%;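 further: -100% = wells without enzyme as full effect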
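ADP-Glo luminescence measured ADP generated by PI4K2A enzyme (4 ug/mL before mixing) with 1.2 mM PI substrate (pre-mix) and 300 microM ATP (pre-mix). Tris pH7.5 buffer with MgCl2, Triton X-100; 1 h reaction at ambient temperature.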
Active calls of the source: *; ? = inconclusive; . = not tested or not shown; [ ] = another dose, or the depositor's remark. Unless noted, the call rests on the fitted dose curve; in most records, active means well fitted curve in the direction sought with a large enough effect; inconclusive means small, poorly fitted or top-dose-only effect, or another doubt; inactive means no such curve, though single readings can be large; an effect the other way counts as inactive or inconclusive. Only part of the results is shown; the hit share may differ from the screen's.

1) COc1cc(/C=C/C2=CC(C)(C)NC(=S)N2)cc(OC)c1OC
2) Cc1cccc(OCC(=O)OCC(=O)Nc2ccc(Cl)cn2)c1
3) Cc1cccc(N2CC(C)Cn3c2nc2c3c(=O)n(CC(=O)O)c(=O)n2C)c1 (configuration not stated)
4) CCOc1cc(N2CCOCC2)c(OCC)cc1NC(=O)c1oc2ccccc2c1C
5) CC(C)c1nnc(NC(=O)c2sc3ccccc3c2Cl)s1
6) O=C(NCCN1CCOCC1)c1ccc2c(c1)N(Cc1ccccc1)C(=O)CS2
7) COc1ccc(C2=C(C)C(=O)N(Cc3ccc(C(=O)Nc4ccc(F)cc4C)cc3)S2(=O)=O)cc1
8) CC/C(=N/Nc1ccccc1)c1cnnc(SC)n1

entry no.	1	2	3	4	5	6	7	8
BAZ2B block	-26%	.	-20%	.	0%	-6%	-6%	-28%
ERG Ets-DNA blk	-6%	2%	3%	-11%	-1%	5%	4%	4%
ALOX12 inh	45µM*	?	-24%	-5%	8%	-11%	-25%	?
G9a block	40µM*	.	5%[59 µM]	-7%	45µM*	0%[12.7 µM]	-1%[59 µM]	?
JMJD2A Tudor inh	-19%	-5%	-18%	-20%	9%	-8%	-26%	-36%
HP1b binding inh	35%	46%[activator]	15%	-2%	-9%	34%[activator]	?	-14%
PI4K2A inh	1	2	2	-7	-5	7	3	-4
RGS4 inhibitor	-41%	-12%	26%	18%	-19%	-14%	-4%	?
GLS inh	-7%	-1%	-11%	7%	-7%	-4%	-4%	9%

9) Cc1oc(C(N)=O)cc1COc1ccc(C(N)=O)cc1
10) CC1(C)Cc2c(c(-c3ccccc3Cl)[nH]c(=O)c2C#N)CO1
11) Cc1cc(Nc2ccc([N+](=O)[O-])cc2)nc2ccccc12
12) Cc1cc(Br)cc(C)c1OCC(=O)NNC(=O)c1cccs1
13) O=C(CN1C(=O)C(=O)N(CCC2=CCCCC2)C1=O)Nc1ccc(F)cc1F
14) COc1ccc([N+](=O)[O-])cc1Nc1ncnc2ccccc12
15) Cc1ccc(CNC(=O)C2CC(c3ccccc3C(F)(F)F)=NO2)cc1 (configuration not stated)
16) Cc1cc(C)cc(C(=O)Nc2cccnc2)c1

entry no.	9	10	11	12	13	14	15	16
BAZ2B block	-1%	6%	-18%	-1%	.	-5%	9%	-2%
ERG Ets-DNA blk	3%	-1%	-4%	-3%	-6%	-6%	-2%	-12%
ALOX12 inh	0%	0%	-19%	42%[activator]	214%[activator]	-21%	0%	48%[activator]
G9a block	.	1%	-18%	23%	.	-7%	-9%[12.7 µM]	-1%
JMJD2A Tudor inh	-5%	-2%	5%	-16%	-6%	-12%	-14%	4%
HP1b binding inh	20%	14%	14%	22%	4%	46%[activator]	27%	39%
PI4K2A inh	5	0	6	-3	1	-1	2	-1
RGS4 inhibitor	-9%	-13%	-41%	13%	12%	-5%[11.4 µM]	6%	1%
GLS inh	0%	6%	3%	10%	8%	11%	8%	0%

17) Cn1nc2c3ccccc3n(Cc3ccc(F)cc3)c2nc1=S
18) Cc1ccc(C(=O)O)cc1S(=O)(=O)NCC1CCCO1 (configuration not stated)
19) CCCCN(C)CCN1C(=O)C2C(C(=O)Nc3ccc(Cl)cc3)C3C=CC2(O3)C1C(=O)NC1CCCCC1 (configuration not stated)
20) CC(=O)c1sc(NC(=O)CSC(C)C(=O)Nc2cc(C)on2)nc1-c1ccccc1 (configuration not stated)
21) CC(=O)N1CCc2cc(S(=O)(=O)NC(CC(C)C)C(=O)N3CCn4c3nc3ccccc34)ccc21 (configuration not stated)
22) COc1ccc(OC(=O)c2ccc(Cl)cc2)c(C(C)=O)c1
23) CC(O)[C@H]1CN=C(N)N1CC1CCCCC1 (some centres not stated)
24) COc1cccc(NC(=O)c2nnn(Cc3cccc(C(F)(F)F)c3)c2N)c1

entry no.	17	18	19	20	21	22	23	24
BAZ2B block	-3%	0%	-12%	10%	2%	104%[activator]	.	-37%
ERG Ets-DNA blk	17%	5%	0%	-4%	2%	-7%	9%	-1%
ALOX12 inh	?	-23%	-9%	0%	-3%	?	?	-7%
G9a block	14%	-5%[12.7 µM]	?	16%[0.501 µM]	-12%[59 µM]	74%	.	-5%[59 µM]
JMJD2A Tudor inh	-16%	-16%	-19%	-18%	-19%	5%	?	-3%
HP1b binding inh	42%[activator]	22%	-3%	28%	32%	11%	12%	12%
PI4K2A inh	0	3	-2	-3	-1	1	0	1
RGS4 inhibitor	8%	26%	-8%	4%	51%	-4%	?	-2%
GLS inh	1%	3%	6%	1%	-1%	0%	-10%	-6%

25) O=C(NC1CCCCC1)c1ccc(CSc2nc3cccnc3n2Cc2cccc(F)c2)cc1
26) O=C(Cc1ccccc1)NNC(=O)c1ccc(NC(=O)c2ccccc2)cc1
27) NS(=O)(=O)c1ccc(CCNC(=O)c2cccc(OC(F)F)c2)cc1
28) C=CCn1cnc2c(c1=O)c1nc3ccccc3nc1n2/N=C/c1cccc(OC)c1OC
29) O=C(c1ccc(Sc2ccccc2)c([N+](=O)[O-])c1)N1CCOCC1
30) Cc1ccc(C)c(/C=N/NC(=S)NC(C)C)c1
31) O=C(CSc1ncn[nH]1)N1N=C2/C(=C/c3ccco3)CCCC2C1c1ccco1 (configuration not stated)
32) CCCCc1nn2c(=O)cc(COC(=O)c3ccc(NC(=O)c4ccccc4C)cc3)nc2s1

entry no.	25	26	27	28	29	30	31	32
BAZ2B block	1%	-26%	11%	11%	-26%	5%	?	-9%
ERG Ets-DNA blk	0%	13%	-4%	.	-4%	1%	-1%	-6%
ALOX12 inh	-5%	-22%	-12%	1%	7%	-28%	-22%	-4%
G9a block	-32%[59 µM]	?	-28%	?	-7%	70%[activator][59 µM]	50µM*	5%[59 µM]
JMJD2A Tudor inh	-15%	-20%	2%	-12%	-32%	-10%	56µM*	-22%
HP1b binding inh	34%	35%	48%[activator]	29%	-6%	15%	-25%	36%
PI4K2A inh	0	-9	2	1	4	3	2	-9
RGS4 inhibitor	-10%	-6%	0%	-1%	-2%	-15%	-34%	-30%
GLS inh	-5%	1%	-10%	-25%	-2%	-11%	?	-8%

33) CCOC(=O)C1=C(N)OC2=C(C(=O)CC(C)(C)C2)C1C1CCCCC1 (configuration not stated)
34) O=C(NCc1ccco1)C(c1ccncc1)N(C(=O)Cn1nnc2ccccc21)c1ccccc1F (configuration not stated)
35) COc1ccc(CC(=O)NCc2cccc(CNC(=O)Cc3ccc(OC)c(OC)c3)c2)cc1OC
36) C(=N\Nc1nc2ccccc2s1)/c1cccs1
37) Cc1ccc(C)c(/C=N/Nc2nc3ccccc3c(=O)n2O)c1
38) CCCCCCn1c(=O)[nH]c2nc3cc(N)ccc3nc2c1=O
39) CC1Sc2ccc(S(=O)(=O)N3CCC(C(=O)Nc4ccc(Cl)cc4)CC3)cc2NC1=O (configuration not stated)
40) Cc1c(C=O)c2cc(OCc3ccccc3)ccc2n1C
41) FC(F)(F)c1cccc(NC(=S)NCCN2CCOCC2)c1
42) CN(Cc1ccccc1)C(=O)c1cccc(NC(=O)Cc2cccc(NC(=O)C3CCN(C(=O)C4CC4)CC3)c2)c1
43) COc1cccc(N2CC(C(=O)Nc3nnc(SCC(=O)NCc4ccco4)s3)CC2=O)c1 (configuration not stated)

entry no.	33	34	35	36	37	38	39	40	41	42	43
BAZ2B block	?	-20%	-6%	?	1%	1%	-11%	1%	5%	.	?
ERG Ets-DNA blk	-13%	12%	1%	10%	-4%	-8%	33%[activator]	1%	6%	10%	-2%
ALOX12 inh	-4%	2%	26%	?	-5%	-24%	0%	0%	5%	-2%	-12%
G9a block	-43%	?	?	-7%[59 µM]	28µM*	40µM*	.	10%	24%[59 µM]	.	.
JMJD2A Tudor inh	-18%	-2%	-19%	-29%	-11%	12%	-18%	-16%	-6%	-14%	?
HP1b binding inh	22%	16%	28%	-3%	-13%	59%[activator]	5%[57 µM]	34%	27%	17%	14%
PI4K2A inh	5	-6	-3	5	-1	-4	-16	3	1	-4	-20
RGS4 inhibitor	-42%	13%	-17%	-37%	-45%	-40%	6%	14%	-5%	5%	18%
GLS inh	-4%	2%	-1%	8%	2%	-7%	-5%	4%	16%	4%	4%

Profiles, quoted from the list. Screens in order: BAZ2B block	ERG Ets-DNA blk	ALOX12 inh	G9a block	JMJD2A Tudor inh	HP1b binding inh	PI4K2A inh	RGS4 inhibitor	GLS inh
CC1Sc2ccc(S(=O)(=O)N3CCC(C(=O)Nc4ccc(Cl)cc4)CC3)cc2NC1=O (configuration not stated) across the screens: -11%	33%[activator]	0%	.	-18%	5%[57 µM]	-16	6%	-5%
FC(F)(F)c1cccc(NC(=S)NCCN2CCOCC2)c1 across the screens: 5%	6%	5%	24%[59 µM]	-6%	27%	1	-5%	16%
C(=N\Nc1nc2ccccc2s1)/c1cccs1 across the screens: ?	10%	?	-7%[59 µM]	-29%	-3%	5	-37%	8%
Cc1ccc(C)c(/C=N/Nc2nc3ccccc3c(=O)n2O)c1 across the screens: 1%	-4%	-5%	28µM*	-11%	-13%	-1	-45%	2%
